Bioassay records as filed in PubChem BioAssay.
FID counter: compounds displacing fluorescent DNA intercalator, primary screen, artefact control for HCV NS3 helicase inhibitor project, biochemical, FID fluorescence. inhibition, % at 7.9 µM. DNA fluorescent intercalator displacement. 0.17% of 290,000 active. AID 1845, 2009; in the data active means inhibition above about 37%;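 further: 0% = vehicle and 100% = reference compound; higher means more ethidium bromide displaced from hairpin DNA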
PfM18AAP inh: PfM18AAP inhibitors, malaria aminopeptidase, primary screen, biochemical, QFRET, recombinant enzyme. H-Glu-NHMec fluorogenic cleavage. 1.2% of 290,000 active. inhibition, % at 7.35 µM. AID 1822, 2009. M18 aspartyl aminopeptidase (Plasmodium falciparum 3D7);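 active means inhibition above the campaign mean inhibition over all tested compounds plus 3 SD, cut at about 28% in these data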;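 further: 0% = plate median of test compound wells and 100% = 2 mM ZnCl2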
MEKK2 WT-MEK5: modulators of MEK5 binding to wildtype MEKK2, primary screen, biochemical, multiplex bead flow cytometry, Alexa488-MEK5; 1.1% of 290,000 active; binding response (% of control), % at 10 µM; Mitogen-activated protein kinase kinase kinase 2 (Homo sapiens), Q9Y2U5; Alexa488-MEK5 binding to MEKK2 WT; actives lie on both sides; in the data active means binding response below about 67% or above about 130%
SUMO HTRF inh: inhibitors of in vitro SUMOylation cascade, primary screen, biochemical, HTRF, uHTS; HTRF SUMOylation assay, SAE1/SAE2 + UBC9; inhibition, % at 35 µM; 0.36% of 290,000 active; in the data active means inhibition above about 50%, passing the limit was not always enough; further: strong numbers were not always called active
Target sequence (P63279 whole entry, looked up): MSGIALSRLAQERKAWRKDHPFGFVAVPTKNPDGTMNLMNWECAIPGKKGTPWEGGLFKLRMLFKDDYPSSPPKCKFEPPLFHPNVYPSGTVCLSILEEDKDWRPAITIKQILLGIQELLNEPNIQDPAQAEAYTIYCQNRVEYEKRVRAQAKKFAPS
HCV NS3 hel inh: inhibitors of HCV NS3 helicase, primary screen, biochemical, Cy5 molecular beacon fluorescence; Hepatitis C virus NS3 helicase; NS3 helicase DNA unwinding; inhibition, % at 10.9 µM; 0.56% of 290,000 active; AID 1800, 2009;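 active means inhibition above the mean of all tested compounds plus 3 SD, set per campaign, cut at about 35% in these data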;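 further: 0% = DMSO wells and 100% = thioflavine S control wells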
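test system = hepatitis C virus NS3 helicase domain fragment enzyme | reagent = annealed dual-labelled DNA beacon duplex, ATP-started | times = 1 h at 25 °C | detection = Cy5 fluorescence, 0 and 60 min reads | read-out basis = percent inhibition from t60/t0 fluorescence ratio | control set = DMSO and thioflavine S | replication = one well per compound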
MEKK2mut PB1 HTS: MEK5 binding signal on mutant MEKK2 PB1, primary screen, biochemical, multiplex bead flow cytometry, Alexa488-MEK5. percent response, % at 10 µM. Alexa488-MEK5 binding to MEKK2 mutant. AID 1530, 2009. 0.35% of 290,000 active; in the data active means percent response above about 24%, passing the limit was not always enough; further: inactives centre near 1; some results filed as inactive read as strong as hits
VIM-2 inhibitor: VIM-2 metallo-beta-lactamase inhibitors, primary screen, biochemical, epi-absorbance readout, Pseudomonas aeruginosa enzyme; purified VIM-2, nitrocefin hydrolysis, epi-absorbance fluorescence; inhibition, % at 5.6 µM; 0.89% of 290,000 active;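 active means inhibition above the mean of all tested compounds plus 3 SD, cutoff set per screening run, cut at about 7.5% in these data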;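 further: red hydrolysis product quenches plate fluorescence so inhibitors raise well fluorescence; 0% = enzyme with DMSO and 100% = DMSO without enzyme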
IMP-1 inh: IMP-1 metallo-beta-lactamase inhibitors, primary screen, biochemical, epi-absorbance readout, Pseudomonas aeruginosa enzyme; purified IMP-1, nitrocefin hydrolysis, epi-absorbance fluorescence; inhibition, % at 5.6 µM; 0.45% of 290,000 active; AID 1556, 2009;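 active means inhibition above the mean plus 3 SD of all compounds in the same screening run, cut at about 4.5% in these data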;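 further: 0% = IMP-1 with DMSO and 100% = DMSO wells lacking enzyme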
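System: purified recombinant IMP-1 beta-lactamase. Medium: Zinc- and detergent-supplemented HEPES buffer, pH 7.1. Compound: one 5.6 µM dose […]. Schedule: 15 min preincubation plus 25 min reaction at 25 °C. Technique: Epi-absorbance fluorescence, 480 nm excitation, 530 nm emission.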
NALP1 yeast inh: NALP1 inflammasome inhibitors in reconstituted yeast, colorimetric, S. cerevisiae, triplicate retest. S. cerevisiae NALP1/ASC/caspase-1 growth, X-gal OD620, 72 h. inhibition, % at 10 µM. 0.61% of 280,000 active. AID 2071, 2009; in the data active means inhibition mostly above about 24%, no sharp cut-off; inactive means mostly below about 32%; further: some compounds called inactive have numbers as strong as hits
* marks the source's active call; other numbers are inactive results; . = no result given.

SMILES | FID counter | PfM18AAP inh | MEKK2 WT-MEK5 | SUMO HTRF inh | HCV NS3 hel inh | MEKK2mut PB1 HTS | VIM-2 inhibitor | IMP-1 inh | NALP1 yeast inh
Cc1cc(C)cc(Oc2c(C(F)(F)F)oc3cc(OCC(=O)O)ccc3c2=O)c1 | -19 | 1 | 105 | 9 | 29 | 8 | -3.4 | -4.2 | -21
COCCCn1c(C(=O)N2CCOCC2)cc2c(=O)n3ccccc3nc21 | -13 | 2 | 101 | 52* | 3 | 5 | -0.4 | 42* | 1
Cc1cc(C)c(NC(=O)CSc2nnc(-c3ccco3)n2N)c(C)c1 | 0 | -4 | 103 | 7 | 1 | 1 | -1.6 | -3.3 | 8
Cn1c(SCc2ccccc2)nc2c1c(=O)[nH]c(=O)n2C | -6 | 0 | 102 | -3 | 9 | 1 | 0.9 | -1.6 | 8
Cc1nc2nc(-c3ccccc3)[nH]n2c(=O)c1C | 2 | -4 | 109 | -2 | 5 | 9 | -1.3 | -4.0 | 9
CCOC(=O)C1=C(CSc2nc(CC)c(C)cc2C#N)OC(N)=C(C#N)C1c1ccccc1 (centres undefined) | -10 | 4 | 101 | 17 | 4 | 11 | -1.3 | -0.3 | 1
Nc1nc(SCC(=O)Nc2ccccc2Sc2ccccc2)n[nH]1 | -4 | -12 | 100 | 13 | 0 | 7 | -3.0 | -6.4 | 8
COc1ccc(CCNC(=O)C(=O)c2c(C)n(C)c3ccccc23)cc1OC | -27 | 10 | 107 | 4 | 1 | 4 | -4.6 | -3.0 | 0
CCOn1c(=O)c(C)[n+]([O-])c2ccccc21 | -1 | 3 | 108 | 1 | -5 | 2 | -2.3 | -3.5 | -1
COc1cc(CCC(=O)OCC(=O)NCc2ccc(Cl)cc2)cc(OC)c1OC | -24 | 2 | 98 | -13 | 2 | 0 | -4.8 | -3.0 | -7
COc1ccc(/C=C2\CCCc3c2nc2ccc(C)cc2c3C(=O)O)cc1O | -13 | 7 | 95 | 33 | 1 | -1 | -1.4 | -2.9 | -6
CC1(C(=O)NC23CC4CC(CC(C4)C2)C3)CC1(Cl)Cl (centres undefined) | -5 | -5 | 103 | 6 | 3 | 4 | 1.1 | -1.5 | 4
Cc1cc(C(=O)CSc2nn(-c3ccccc3)c(=S)s2)c(C)n1Cc1ccco1 | -12 | -3 | 94 | 32 | 10 | -4 | 0.6 | -1.7 | 20
O=C(N1CCN(c2ccccc2)CC1)C(F)(F)C(F)(F)F | -5 | -4 | 106 | -1 | -7 | 9 | -1.2 | -1.5 | 4
COC(=O)CN1C(=O)[C@H]2[C@@H](C3CC3)N3C(=O)CN(Cc4ccccn4)C(=O)[C@@]3(Cc3ccccc3)[C@H]2C1=O | -14 | -5 | 104 | 12 | 4 | 2 | 0.0 | 2.3 | 4
CCCOC(=O)c1ccc(Cl)c(NC(=O)c2ccc(-c3ccccc3)cc2)c1 | 1 | 14 | 102 | -18 | -1 | 2 | -4.3 | -2.9 | 15
CN(NC(=O)c1ccccc1F)c1ccc([N+](=O)[O-])cn1 | -3 | 0 | 93 | 22 | 12 | -2 | -2.0 | 0.0 | .
Cc1cc(Sc2nnc(N)s2)c2ccccc2n1 | 0 | -8 | 102 | -9 | 4 | 4 | -0.5 | -4.0 | 32
Cc1c(OCC(=O)N(C)c2ccccc2)ccc2c3c(c(=O)oc12)CCC3 | -31 | 4 | 99 | 3 | -4 | -5 | 20* | -1.4 | -5
Cc1ccc(OC(=O)c2cncc(Br)c2)c(C)c1 | -10 | 1 | 99 | -13 | 2 | 0 | 1.8 | -3.2 | 25
CCCCS(=O)(=O)N1CCCC(C(=O)NCCc2ccccc2)C1 (centres undefined) | -20 | 1 | 101 | -4 | 2 | 1 | -0.1 | 0.9 | 0
Cc1ccc(N/N=C(\C#N)C(=N)N2CCOCC2)cc1 | 1 | 4 | 108 | -7 | 3 | -1 | 3.7 | -1.9 | 20
CCC1CCCCN1S(=O)(=O)c1ccccc1[N+](=O)[O-] (centres undefined) | 2 | 3 | 96 | 0 | -13 | -5 | -1.8 | -1.7 | -8
CCCCCC(=O)Nc1cccc(C2=NOC3(C2)C[C@@H](C(N)=O)N(C(=O)c2cc([N+](=O)[O-])cc([N+](=O)[O-])c2)C3)c1 (some centres undefined) | . | . | 100 | -2 | . | -4 | . | . | -32
CCn1c(N2CCN(CC(=O)c3c(C)n(C)c4ccccc34)CC2)nc2c1c(=O)[nH]c(=O)n2C | -18 | -1 | 100 | 6 | -3 | 0 | 0.6 | -1.7 | 7
CCCCn1c(SCC2CCCCO2)nc2cc(S(N)(=O)=O)ccc21 (centres undefined) | -13 | -13 | 95 | 16 | -6 | -1 | -2.0 | -1.9 | -12
N#CC1=C(SCc2ccccc2Cl)NC(=O)C(C(N)=O)C1 (centres undefined) | -7 | 3 | 106 | 9 | 3 | 9 | -3.5 | -1.7 | 14
N#Cc1cc2ccccc2nc1SCC(=O)NC1CC1 | -15 | -2 | 101 | 5 | 4 | 5 | -2.9 | -4.1 | 9
COc1ccc(C2=CC(c3c(C)nn(-c4ccccc4)c3Cl)n3nnnc3N2)cc1OC (centres undefined) | -21 | 10 | 98 | 10 | -1 | -2 | -1.6 | 0.1 | -17
CCn1c(/C(C#N)=C(\O)CCc2ccccc2)nc2ccccc21 | -1 | 5 | 98 | 17 | -1 | 3 | -4.2 | -0.3 | 22
CSC(=S)NCc1cccnc1 | -1 | -16 | 79 | 7 | -8 | -10 | -1.4 | -0.1 | 24
CCOc1ccc(Cn2c(C)nc([N+](=O)[O-])c2SCC(O)CCl)cc1[N+](=O)[O-] (centres undefined) | 6 | 2 | 107 | -1 | 1 | 7 | -3.8 | -4.5 | -1
c1csc(C(c2nnnn2C2CCCCC2)N2CCCC3(CCCCC3)C2)c1 (centres undefined) | -4 | 4 | 104 | 18 | 6 | -1 | -2.7 | -1.0 | 8
COc1ccc(N2C(=O)CC(c3cc(OC)c(OC)c(OC)c3)CC2=O)cc1 | -6 | -1 | 116 | 7 | 2 | 26 | -2.4 | -2.6 | .
O=C(CCCn1cnc([N+](=O)[O-])n1)Nc1cccc(Cl)c1Cl | 0 | -7 | 98 | -2 | -6 | -2 | 0.0 | -1.5 | 6
COc1cccc(/C=C/C(=O)Nc2ccc3c(c2)OCCO3)c1OC | -17 | 2 | 98 | -1 | 1 | -2 | -2.8 | -3.3 | 9
CCOC(=O)CC1(NC(=O)C2CCC(=O)N(Cc3ccccc3OC)C2)CCCCC1 (centres undefined) | -41 | -4 | 96 | -18 | 6 | 1 | -4.1 | -3.9 | -8
CSCCC(NC(=O)c1ccccc1)C(=O)Nc1ccc(C)cc1 (centres undefined) | -9 | -2 | 98 | -24 | -7 | 2 | -2.1 | -3.4 | 0
NC(=O)[C@@H]1CCCN1C(=O)c1ccc2nc(Cc3cccc(Cl)c3)oc2c1 | -23 | 3 | 109 | 2 | 2 | 4 | -1.4 | -1.8 | -4
COc1cc(NC(=S)NN2CCN(C)CC2)cc(OC)c1OC | -2 | -14 | 89 | 7 | -10 | -5 | 0.5 | -1.7 | 12
Cc1c(NC(=O)CSc2ccc3c(c2)OCCO3)c(=O)n(-c2ccccc2)n1C | -5 | -8 | 95 | 4 | -5 | 0 | 0.1 | 0.2 | 3
CCOC(=O)C1CCN(S(=O)(=O)c2cc(F)ccc2OC)CC1 | -10 | -3 | 95 | -18 | 1 | -7 | -1.0 | -0.7 | 3
Cc1cc(C(=O)COC(=O)CNS(=O)(=O)c2ccc3ccccc3c2)c(C)n1-c1ccccc1 | -21 | 5 | 102 | 20 | -1 | 0 | -3.2 | -1.3 | 12
COc1cc(C(=S)N2CCOCC2)ccc1OC(=O)c1ccc(Br)cc1 | -32 | -4 | 98 | 5 | 15 | 2 | -3.4 | -4.1 | 2
COc1cccc(OC)c1OCCCOc1c(OC)cccc1OC | -30 | 2 | 105 | -1 | -8 | 2 | -4.2 | -5.7 | 20
COc1ccc(CCC(C)NCC(C)c2ccccc2)cc1 (centres undefined) | 10 | -5 | 108 | 4 | 0 | 0 | 0.4 | 2.2 | -73
CCOC(=O)C(C)c1ccc2cc(OC)ccc2c1 (centres undefined) | -1 | -11 | 103 | -5 | 0 | 3 | -2.7 | -1.7 | -2
COc1ccc(-c2cc(-c3ccccc3)nc(NN)n2)cc1OC | -28 | 34* | 106 | 10 | 6 | 13 | -3.8 | -3.9 | -15

Entries above that have a CF3 group, in the order listed:
SMILES | FID counter | PfM18AAP inh | MEKK2 WT-MEK5 | SUMO HTRF inh | HCV NS3 hel inh | MEKK2mut PB1 HTS | VIM-2 inhibitor | IMP-1 inh | NALP1 yeast inh
Cc1cc(C)cc(Oc2c(C(F)(F)F)oc3cc(OCC(=O)O)ccc3c2=O)c1 | -19 | 1 | 105 | 9 | 29 | 8 | -3.4 | -4.2 | -21
O=C(N1CCN(c2ccccc2)CC1)C(F)(F)C(F)(F)F | -5 | -4 | 106 | -1 | -7 | 9 | -1.2 | -1.5 | 4

Remaining list, next part:
SMILES | FID counter | PfM18AAP inh | MEKK2 WT-MEK5 | SUMO HTRF inh | HCV NS3 hel inh | MEKK2mut PB1 HTS | VIM-2 inhibitor | IMP-1 inh | NALP1 yeast inh
O=C(Cc1cccs1)NCc1ccncc1 | 4 | -2 | . | 2 | 1 | . | 0.9 | 0.5 | 23
Nc1nc(Nc2ccc(Cl)cc2)nc(NCc2ccco2)c1[N+](=O)[O-] | -3 | 1 | 99 | 5 | -84 | 7 | -2.2 | -1.5 | 2
O=C(CN1c2ccccc2Sc2ccccc21)NNC(=S)Nc1ccc(Cl)cc1Cl | -1 | 2 | . | -83 | 28 | . | -5.5 | -1.2 | -3
NC(=O)CSc1nnc(-c2ccc(S(=O)(=O)N3CCCC3)cc2)n1Cc1ccco1 | -13 | -7 | 99 | 21 | -4 | 2 | -3.2 | -2.4 | 26
O=[N+]([O-])c1ccc(/C=N/NC(=S)Nc2ccccc2C(F)(F)F)o1 | -9 | 14 | 97 | 2 | 31 | 13 | -5.0 | -2.5 | 16
COc1ccc2[nH]c3nc(SCc4nnc(-c5ccccc5)o4)nnc3c2c1 | 0 | 2 | 88 | -18 | 4 | -1 | -0.8 | -1.6 | -1
CC(C)(C)c1ccc(C(=O)NN2C(=O)CSC2=S)cc1 | -7 | 21 | 101 | 22 | 10 | 3 | -4.1 | -1.7 | -1
COc1ccccc1NC(=O)Nc1c(C)nn(C)c1C | -2 | -3 | 95 | 6 | 14 | -4 | -1.5 | -2.5 | 3
COC(=O)CSc1nc(N)c(NC(=O)c2ccc(OC)c(OC)c2)c(=O)[nH]1 | 1 | -15 | 111 | 17 | -4 | 5 | 1.3 | -0.9 | 34
